KAT2A inh = qHTS Assay for Inhibitors of GCN5L2; GCN5L2 HAT assay, ThioGlo1 CoA-SH fluorescence; Potency, µM (highest dose often 58.9 µM), inactives show at the highest dose activity change, negative = inhibition, hits mostly inhibitors; hit rate 0.21% among 390,000; AID 504327, 2011
Target sequence (Q92830 whole entry, looked up): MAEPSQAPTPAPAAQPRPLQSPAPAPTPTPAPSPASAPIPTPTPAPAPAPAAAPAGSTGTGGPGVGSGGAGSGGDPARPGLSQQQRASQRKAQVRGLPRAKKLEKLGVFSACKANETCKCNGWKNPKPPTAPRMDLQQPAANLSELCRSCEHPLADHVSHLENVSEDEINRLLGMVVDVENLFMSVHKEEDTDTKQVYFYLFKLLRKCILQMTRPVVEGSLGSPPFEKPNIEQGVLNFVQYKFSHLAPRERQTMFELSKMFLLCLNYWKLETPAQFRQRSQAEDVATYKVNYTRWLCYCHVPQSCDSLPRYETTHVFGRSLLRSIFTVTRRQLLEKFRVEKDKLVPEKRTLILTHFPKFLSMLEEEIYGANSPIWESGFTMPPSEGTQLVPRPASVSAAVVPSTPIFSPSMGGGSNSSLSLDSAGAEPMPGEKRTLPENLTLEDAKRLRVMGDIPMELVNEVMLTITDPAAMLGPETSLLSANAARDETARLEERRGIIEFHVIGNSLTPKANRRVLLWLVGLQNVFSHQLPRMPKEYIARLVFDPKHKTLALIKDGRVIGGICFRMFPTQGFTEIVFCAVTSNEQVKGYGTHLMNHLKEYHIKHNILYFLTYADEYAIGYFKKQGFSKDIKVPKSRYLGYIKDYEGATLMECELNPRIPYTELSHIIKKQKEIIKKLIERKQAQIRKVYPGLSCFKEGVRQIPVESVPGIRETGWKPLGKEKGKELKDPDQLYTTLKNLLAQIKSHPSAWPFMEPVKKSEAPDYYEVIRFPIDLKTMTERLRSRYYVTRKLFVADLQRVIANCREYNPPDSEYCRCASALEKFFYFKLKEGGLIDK
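GCN5L2 (20 nM) in 50mM HEPES pH 7.5, 0.1mM EDTA, 0.01% Tween-20 preincubated 15 min with compounds at room temperature. Reaction started with H3(1-25) 75uM, acetyl-CoA 70uM, ThioGlo1 50uM; CoA-thiol fluorescence (Ex340/Em540) read at 0 and 20 min.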
TDP1 cell CPT = qHTS for Inhibitors of human tyrosyl-DNA phosphodiesterase 1 (TDP1): qHTS in cells in presence of CPT; AID 686979, 2013; chicken DT40 Tdp1-/-;hTDP1 cells + 20 nM CPT, ATP luminescence, 48 h; Potency, µM (highest dose often 46.2 µM), without a hit: top-dose activity change, negative = growth inhibition, hits mostly inhibitors; hit rate 12% among 420,000; also: nearly all actives have a fitted effect of over 55% in size
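Chicken DT40 Tdp1-/- cells complemented with human TDP1, 400 cells/well, exposed to compounds plus 20 nM camptothecin for at least 48 h at 37 C; viability read as ATP content by CellTiter-Glo luminescence.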
DT40 TDP1 no CPT = qHTS for Inhibitors of human tyrosyl-DNA phosphodiesterase 1 (TDP1): qHTS in cells in absence of CPT. DT40 Tdp1-/- hTDP1 cells, no CPT, ATP luminescence, 48 h. Potency, µM (doses to about 46.2 µM), inactives show top-dose activity change, negative = growth inhibition, actives largely listed as inhibitors. hit rate 15% among 420,000. AID 686978, 2013; also: nearly all actives have a fitted effect of over 55% in size
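Camptothecin absent (DMSO only). Human TDP1-complemented DT40 knockout cells, 400 cells/well, 37 °C for minimum 48 hr; ATP measured via CellTiter-Glo, 30 min dark incubation, luminescence.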
* = called active by the depositor; u = inconclusive; x = no result given; & = joins results of further samples; [ ] = remark or other dose. Calls follow the shape of the dose curve; as a rule, active = well fitted curve in the direction sought with a large enough effect; inconclusive = small, poorly fitted or top-dose-only effect, or another doubt; inactive = no such curve, though single readings can be large; an effect the other way counts as inactive or inconclusive. % is scaled to controls: 0 for no effect and ±100 for the full control effect; potency is read from the fitted curve at half-maximal effect. This is a subset; rates above refer to the full screens.

SMILES	KAT2A inh	TDP1 cell CPT	DT40 TDP1 no CPT
CCOc1ccc(N(CC(=O)Nc2ccccc2C(=O)NC(C)CC)S(C)(=O)=O)cc1 (centres undefined)	2%	-22%	u
COc1ccc(OC)c(C2Nc3nc4ccccc4n3C(C)=C2C(=O)Nc2ccc(C)cc2C)c1 (centres undefined)	-15%	-28%	-26%
O=C(c1cc2c(s1)-c1ccccc1OC2)N1CCCC1	-26%	u	u
CCCNC(=O)c1onc(CSc2ccc(Cl)cc2)c1C(=O)NCCOC	x	-27%	-10%
CCOC(=O)C1(Cc2cccc(OC)c2)CCN(CC(O)CO)CC1 (centres undefined)	0%	1%	-2%
COc1ccc(-c2csc3ncnc(Nc4ccc(OC)cc4OC)c23)cc1	-16%	4.1µM*	u
COC(=O)c1ccc(C(=O)OC)c(NC(=S)N2CCN(c3cccc(Cl)c3)CC2)c1	-8%	-22%	u
C=CCNC(=O)CSc1nnc(C(CC)N(C)C)n1C1CCCCC1 (centres undefined)	-3%	13%	15%
CCOc1cc(C=O)ccc1OCC(=O)N1CCCC1	2%	3%	-20%
COc1ccc(Cl)cc1-c1nc(-c2ccc(NC(=O)c3ccncc3)cc2)no1	x	u	10µM*
COc1ccc(C(=O)N2CCC3(CCCN(Cc4ccncc4)C3)CC2)cc1	-5%	-6%	u
Cc1ccc(NC(=O)c2cc3ccccc3cc2O)cc1	-2%	16µM*	u
Cc1ccc(NC(=S)N/N=C/c2ccc(OCCC(C)C)cc2)c(C)c1	-1%	u	u
COc1ccc(Nc2ncnc3c2oc2ccccc23)cc1	-12%	-14%	-24%
COc1cccc(OCC(=O)O/N=C(\N)c2ccc(OC)c(OC)c2)c1	-5%	-7%	-23%
COc1ccccc1C(NC(C)=O)c1c(O)ccc2ccc(O)cc12 (centres undefined)	x	2%	11%
O=C(c1ccc(CS(=O)(=O)c2c(Cl)cccc2Cl)o1)N1CCN(c2ccccn2)CC1	-19%	u	u
CCC(C(=O)Nc1ccc(C(C)C)cc1)c1ccccc1 (centres undefined)	-2%	-1%	u
N=C1c2ccccc2CN1NC(=O)c1cccc(S(=O)(=O)N2CCCC2)c1	-9%	-2%	2%
COc1ccccc1N(C)S(=O)(=O)c1ccc(C(=O)NCCCN2CCCC2=O)cc1	x	u	u
O=C(OCc1c(F)cccc1Cl)c1cnccn1	-1%	-6%	-1%
FC(F)C(F)(F)Oc1cccc(Nc2nccn3c(-c4cc(C(F)(F)F)cc(C(F)(F)F)c4)cnc23)c1	x	u	u
COc1ccc(N(C)S(=O)(=O)c2c(C)[nH]c(=O)[nH]c2=O)cc1	3%	5%	-8%
CC(C)(C)c1ccc(CC(=O)N2CCC2(C)C(=O)NCc2ccc(Cl)cc2)cc1 (centres undefined)	x	u	21µM*
C/C=C(\C)C(=O)NCCN1Cc2ccccc2OC(c2ccccc2OC)C1 (centres undefined)	x	-7%[9.04 µM]	-27%
CCOC(=O)c1cn2nc(Oc3ccc(C(=O)OC)cc3)ccc2n1	-13%	5%	u
CC(=O)NC(=S)Nc1cccc([N+](=O)[O-])c1	-8%	14%	-21%
CCN(CC(=O)Nc1ccc(NC(C)=O)cc1)C(=O)c1c(C)nn(Cc2ccc(C)cc2)c1Cl	x	1%	17%
CSc1cccc(NC(=O)c2ccc3c(c2)c(C)c(C)n3Cc2ccc(F)cc2)c1	-13%	u	u
O=C(c1ccccc1)N1N=C(c2ccccc2)CC1c1ccccc1O (centres undefined)	-18%	23µM*	u
Nc1nonc1-n1nnc(C(=O)c2ccccc2)c1-c1ccccc1	-3%	-15%	u
O=C(NCCc1ccc(C(F)(F)F)cc1)c1ccc(Cl)nc1	-1%	-25%	-19%
CCOC(=O)c1c(C)[nH]c(C(=O)COC(=O)Cn2cc(C(F)(F)F)ccc2=O)c1C	-4%	-21%	10%
CC1(C)NC(C)(C)c2nonc2/C1=N\O	-3%	-4%	-7%
CN1CCN(c2ccc(-c3cccc(NC(=O)COc4ccccc4)c3)nn2)CC1	0%	u	21µM*
CC(=O)Nc1ccc(C2NC(=S)N(c3ccccc3C(F)(F)F)C(C)=C2C(=O)N2CCOCC2)cc1 (centres undefined)	-7%	-8%	u
CCOC(=O)c1nnn2c1nc(N(CC)CC)c1ccccc12	-5%	-15%	u
COc1cc(/C=C/c2nc(C#N)c(N3CCCCC3)o2)cc(OC)c1OC	u	8.2µM*	7.3µM*
O=C(N/N=C/C(Br)=C/c1ccccc1)C(O)c1ccccc1 (centres undefined)	-15%	5.8µM*	8.2µM*
COc1ccc(NC(=O)C2CCCN(c3ncnc4onc(C)c34)C2)cc1OC (centres undefined)	-6%	u	23µM*

Already shown: an excerpt of the list.
SMILES	KAT2A inh	TDP1 cell CPT	DT40 TDP1 no CPT
CC(=O)NC(=S)Nc1cccc([N+](=O)[O-])c1	-8%	14%	-21%
CCN(CC(=O)Nc1ccc(NC(C)=O)cc1)C(=O)c1c(C)nn(Cc2ccc(C)cc2)c1Cl	x	1%	17%
CSc1cccc(NC(=O)c2ccc3c(c2)c(C)c(C)n3Cc2ccc(F)cc2)c1	-13%	u	u
O=C(c1ccccc1)N1N=C(c2ccccc2)CC1c1ccccc1O (centres undefined)	-18%	23µM*	u
Nc1nonc1-n1nnc(C(=O)c2ccccc2)c1-c1ccccc1	-3%	-15%	u
O=C(NCCc1ccc(C(F)(F)F)cc1)c1ccc(Cl)nc1	-1%	-25%	-19%
CCOC(=O)c1c(C)[nH]c(C(=O)COC(=O)Cn2cc(C(F)(F)F)ccc2=O)c1C	-4%	-21%	10%
CC1(C)NC(C)(C)c2nonc2/C1=N\O	-3%	-4%	-7%
CN1CCN(c2ccc(-c3cccc(NC(=O)COc4ccccc4)c3)nn2)CC1	0%	u	21µM*
CC(=O)Nc1ccc(C2NC(=S)N(c3ccccc3C(F)(F)F)C(C)=C2C(=O)N2CCOCC2)cc1 (centres undefined)	-7%	-8%	u
CCOC(=O)c1nnn2c1nc(N(CC)CC)c1ccccc12	-5%	-15%	u
COc1cc(/C=C/c2nc(C#N)c(N3CCCCC3)o2)cc(OC)c1OC	u	8.2µM*	7.3µM*

Following part
SMILES	KAT2A inh	TDP1 cell CPT	DT40 TDP1 no CPT
Cc1cc(/C=N/NC(=O)c2nn(C)cc2Cl)c(C)n1-c1cccc(Br)c1	-8%	-21%	-2%
COc1ccc(C2(C(=O)NCc3ccccc3Cl)CCOCC2)cc1OC	9%	-8%	3%
CC1CCN(C(=O)COc2ccc(S(=O)(=O)N3CCOCC3)cc2)CC1	-4%	-15%	0%
CSC1=C(C#N)C(c2ccccc2Cl)C(C(C)=O)=C(C)N1 (centres undefined)	1%	-1%	-9%
[N-]=[N+]=NCCN1CCN(Cc2ccccc2)CCC1=O	-5%	-1%&-13%	-1%&-12%
COc1ccc(CN2CCC(Cc3ccccc3)CC2)c(C)c1C	-7%	u	u
CC(C)NC(=O)C1CCCN(S(=O)(=O)c2ccc(-n3cnnn3)cc2)C1 (centres undefined)	-3%[0.501 µM]	-12%	-6%
CC(=O)Nc1ncc(N=Nc2cccc(C(F)(F)F)c2)s1	-2%	-26%	u
Cc1c(C(=S)Nc2ccccc2)cnn1-c1ccccc1	-11%	21µM*	-23%
CC(=O)c1cccc(N2C(=NC(=O)C3CCCCC3)SC3CS(=O)(=O)CC32)c1 (centres undefined)	-21%	-2%	9%
CC(C)N(Cc1nc(-c2ccccc2)no1)C(=O)Cc1ccccc1	-9%	-28%	u
CCOC(=O)c1c(C)[nH]c(C)c1S(=O)(=O)N(C)CC(=O)NCc1ccc(Cl)cc1	-4%	u	u
CN(c1ccc(OCC(=O)OCC(=O)Nc2ccc(F)cc2)cc1)S(=O)(=O)c1ccc(Cl)cc1	10%	0%	-18%
CCCCSCCCNC(=O)CS(=O)Cc1nc(-c2cccc(C)c2)oc1C (centres undefined)	-3%	-21%	-28%
CC(C)Oc1ccc(C(=O)OCC(=O)NC2CCCCCC2)cc1	2%	u	16µM*
Cc1ccc(NC(=O)Cn2c(=O)n(Cc3nc(C)no3)c(=O)c3cc4c(cc32)OCO4)c(C)c1	-9%	-12%	-15%
COc1ccc(CNC(=O)CSc2nnc(Cn3nnc4ccccc43)n2C)cc1	-3%	-13%	4%
O=C(Nc1ccc2c(c1)OCCO2)c1cc2ccccc2o1	-7%	-29%	u
CCCCn1c(N)c(N(CCOC)C(=O)c2ccc(OCc3c(C)noc3C)cc2)c(=O)[nH]c1=O	-5%	12%	1%
CCN(CC)S(=O)(=O)c1ccc(NC(=O)c2cnc(C)cn2)cc1	-29%	-3%	3%
Cc1nn(-c2ccccc2)c2nc(C3CC3)cc(C(=O)NCc3ccccc3Cl)c12	0%	u	23µM*
CCCCc1ccc(S(=O)(=O)NNC(=S)NCc2ccco2)cc1	-1%	u	-9%
O=C(Nc1ccc(F)cc1)C(c1ccccc1)N1CCN(S(=O)(=O)c2ccccc2)CC1 (centres undefined)	-9%	-25%	u
COC(=O)C(NC=O)C(O)(Cc1ccccc1)C(F)(F)F (centres undefined)	-4%	3%	-3%
Cc1cccc([C@@H]2[C@@H]3C(=O)N(Cc4ccccc4)C(=O)[C@@H]3[C@]3(Cc4ccccc4)C(=O)N(c4ccccc4)C(=O)N23)c1	-1%	-12%	-9%
CN(C)c1ccc(-c2ccc(CCO)cc2)cc1	x	-16%	-19%
COC(=O)c1ccc(OC(=O)C2CC(=O)N(c3cccc(C)c3)C2)cc1 (centres undefined)	-16%	-15%	-9%
COC(=O)C1(C)NC(c2ccco2)C2C(=O)N(c3ccc(C)cc3)C(=O)C21 (centres undefined)	-3%	-11%	-4%
Cc1ccccc1C(=O)NNC(=O)C1CCN(C(=O)Nc2ccccc2)CC1	-1%	2%	-4%
COc1ccc(S(=O)(=O)N2CCC3CC2c2c(-c4ccc(C(F)(F)F)cc4)cccc23)cc1 (centres undefined)	x	4.6µM*	5.2µM*
CCc1ccc(C2c3[nH]c4ccccc4c3CCN2C(=O)c2ccc(=O)n(C)n2)cc1 (centres undefined)	-2%	u	u
CC1CCN(C(=O)C2CCN(S(=O)(=O)c3cnc[nH]3)CC2)CC1	2%	1%	-14%
O=C(Nc1ccc(N2CCCCC2)cc1)c1ccc2c(c1)OCCO2	-2%	u	u
Cc1sc2nc(SCC(=O)NCCO)n(C)c(=O)c2c1C	3%	-15%	-3%
NC(CCCCCP(=O)(c1ccccc1)c1ccccc1)C(=O)O (centres undefined)	-14%	-1%	-2%
O=C(Nc1ccccc1C(=O)O)c1cc(S(=O)(=O)N2CCOCC2)cs1	0%	3%	-17%
Cc1cc(C)nc(Nc2ccc(N3CCOCC3)cc2)n1	-1%	-13%	-11%
Cc1c(C(=O)Nc2ccccc2)cn2c(nc3ccccc32)c1C#N	-14%	u	u
O=C(N/N=C/c1cc(Br)ccc1OC(=O)c1ccc(Br)cc1)c1ccncc1	-11%	4.6µM*	6.5µM*
CCCNC(=O)C1(C)CCN1C(=O)c1ccccc1CCc1ccccc1 (centres undefined)	x	u	u
COc1ccc(-c2noc(CSc3nnc(C)n3-c3ccc(C)cc3)n2)cc1OC	-9%	u	u
COc1ccc(N(CC(=O)N/N=C(\C)CCc2ccccc2)S(=O)(=O)c2ccc(C)cc2)cc1	-23%	2%	6%
CC1CCCN(CCC(=O)Nc2ccc3c(c2)CCC3)C1 (centres undefined)	-2%	-4%	u
NC(=O)CN1C(=O)C(=O)N(Cc2ccccc2)C1=O	30%	-3%	-8%
CN1C(=O)c2ccc(C(=O)NCc3ccccn3)cc2C1=O	2%	-2%	22%
O=C(Nc1ccc(SC(F)F)cc1)c1cc(-c2ccc3c(c2)OCCO3)on1	0%	-14%	-11%
Cc1ccc(C(=O)NC2CCN(CC(=O)Nc3cccc([N+](=O)[O-])c3)CC2)cc1	10%	-45%	u
CCCCc1nc2cc(C(=O)N(C)C(C)c3ccccn3)ccc2o1 (centres undefined)	-24%	u	u
COc1ccc(C2CC(O)(c3ccccc3)Oc3cc(OC)ccc32)cc1 (centres undefined)	-16%	u	u
CCCN(CC(=O)Nc1ccccc1C)C(=O)C1CCN(C(=O)Nc2ccccc2)CC1	-2%	-5%	-5%
O=C(Nc1cccc(NC(=O)c2ccc(Cl)cc2)n1)c1ccc(Cl)cc1	-7%	2%	-29%
COCCNC(=O)c1cc(S(=O)(=O)N2CCC3(CC2)OCCO3)ccc1F	x	-17%	-17%
Cc1ccc(C(=O)Nc2ccncc2)cc1[N+](=O)[O-]	-5%	u	0.73µM*
Cc1nnc(SCCn2c(N(C)Cc3ccccc3)nc3c2c(=O)n(C)c(=O)n3C)s1	x	u	11µM*

Screening data from PubChem BioAssay.
